NFkB transloc pot – enhances IL-1B driven NFkB nuclear translocation | HUVEC IL-1B NFkB p65 nuclear translocation imaging | 0.3% of 94,000 active | AID 819 | activation, % at 2 µM;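 active = activation above 40%, about the mean plus 3 SD, also judged a hit on visual image review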;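 also: percent activation is computed from the nuclear over cytoplasmic p65 intensity ratio; values of inactives mirror those of a sister screen read the other way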
IL1B NFkB inh – blocks IL-1B driven NFkB nuclear translocation in HUVEC cells. HUVEC IL-1B NFkB p65 nuclear translocation imaging. inhibition, % at 2 µM. 0.43% of 94,000 active;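 active = inhibition above about 30% together with a positive call from visual inspection of the well image, limit read from the data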;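 also: nuclear over cytoplasmic p65 intensity ratio measured by imaging; 0% = IL-1B stimulated DMSO wells and 100% = unstimulated DMSO wells; values of inactives mirror those of a sister screen read the other way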
MRP resist rev – compounds reversing MRP-mediated drug resistance; H69AR cells + 2 uM doxorubicin, CellTiter-Glo, 72 h; differential viability (reversal), % at 10 µM; 0.04% of 85,000 active;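 active = viability drop by adding the cancer drug above about 55%, with treated viability meeting a 40% cutoff, limit read from the data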;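 also: viability without doxorubicin minus viability with 2 µM doxorubicin for each compound; larger differential means the compound sensitizes cells more to doxorubicin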
Bcl-B displacement – displacers of TR3 peptide from Bcl-B, primary screen, selectivity assay for Bfl-1 inhibitor project, biochemical, fluorescence polarization | FP displacement of FITC-TR3 peptide from Bcl-B; higher % means a stronger effect | 0.11% of 96,000 active | displacement, % at 20 µM; hits with a dose series show IC50 in µM;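 active = displacement above 50% at 20 µM plus a fluorescence interference ratio under 1.5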;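 also: plate controls were wells without compound for no effect and wells lacking Bcl-B protein for full effect; a part of the inactive calls stands beside numbers as strong as those of hits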
PLAP inhibitors HTS – PLAP enzyme inhibitors, biochemical, luminescence, HTS (AID 690) | purified PLAP, luminescent substrate; higher % means a stronger effect | 0.08% of 96,000 active | inhibition, % at 20 µM; hits with a dose series show IC50 in µM; in the data active = a potency from the dose series; inactive = the rest, 99 in 100 with inhibition below about 30%; also: strong numbers were not always called active
MRP resist rev cytotoxicity – further read-out of MRP resist rev, marked with its call; viability, %; H69AR cells, CellTiter-Glo, 72 h; measured here: cytotoxicity without doxorubicin
MRP resist rev with doxorubicin – also measured in MRP resist rev; calls as there; viability, %; measured here: viability with 2 uM doxorubicin; stronger effect = lower value
IL1B NFkB inh cell count 2 µM – further read-out of IL1B NFkB inh, marked with its call; cell count; measured here: cells passing quality filter;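 raw number of nuclei counted in each imaged well without normalization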
NFkB transloc pot cell count 2 µM – second read-out of NFkB transloc pot, no call of its own (marks repeat the call); cell count; measured here: cells passing quality filter
* hit, by the source's call; . = not tested or not shown. Some of the compounds tested (hit frequency here may not be typical).

SMILES	NFkB transloc pot	NFkB transloc pot cell count 2 µM	IL1B NFkB inh	IL1B NFkB inh cell count 2 µM	MRP resist rev	MRP resist rev cytotoxicity	MRP resist rev with doxorubicin	Bcl-B displacement	PLAP inhibitors HTS
O=C(Nc1ccc2c(c1)OCO2)c1cnn2c1NC(c1ccco1)CC2C(F)(F)F (configuration not stated)	9	157	-9	157	2	93	90	-41%	21%
Cc1ccc(-c2nnn(CC(=O)N(Cc3cccs3)C(C(=O)NC3CCCCC3)c3ccco3)n2)o1 (configuration not stated)	21	167	-21	167	-5	19	24	-7%	27%
COc1ccc(N2CCN(C(=O)c3cccc(N4C(=O)C5CC=CC(C)C5C4=O)c3)CC2)cc1 (configuration not stated)	-12	149	12	149	12	85	72	-5%	.
CCn1c(SCC(=O)Nc2ccc3c(c2)c2ccccc2n3CC)nnc1-c1ccco1	2	136	-2	136	0	82	81	0%	8%
O=C(CSc1nc2ccc(Cl)cc2o1)NCc1ccc2c(c1)OCO2	12	177	-12	177	5	95	90	11%	1%
CCCN1C2CCCC1CC(NC(=O)Nc1ccc(C(C)C)cc1)C2 (configuration not stated)	-1	154	1	154	-1	92	93	.	.
Cc1ccc2c(c1)c1nc3ccccc3nc1n2CCN1CCOCC1	.	.	.	.	2	56	55	0%	-34%
Cc1cc(C)c([N+](=O)[O-])cc1-c1ccc(/C=N/c2c(-c3ccco3)nc3ccccn23)o1	-2	108	2	108	.	.	.	21%	32%
CNC(=O)c1[nH]cnc1C(=O)Nc1ccc(C)cc1	11	101	-11	101	9	83	74	.	.
COCc1cc(Sc2ccc(Cl)cc2Cl)nc(-c2ccccc2)n1	12	186	-12	186	.	.	.	-3%	10%
Cc1ccc(CS(=O)(=O)Cc2ccc(C(=O)NCCCN3CCOCC3)o2)cc1	-5	108	5	108	13	99	86	1%	-8%
Cc1cc(NC(=O)CN2C(=O)NC(C)(c3ccc(OC(F)F)cc3)C2=O)no1 (configuration not stated)	-10	142	10	142	-13	99	112	-10%	-17%

Reprinted at random: 7 records from the list
SMILES	NFkB transloc pot	NFkB transloc pot cell count 2 µM	IL1B NFkB inh	IL1B NFkB inh cell count 2 µM	MRP resist rev	MRP resist rev cytotoxicity	MRP resist rev with doxorubicin	Bcl-B displacement	PLAP inhibitors HTS
O=C(Nc1ccc2c(c1)OCO2)c1cnn2c1NC(c1ccco1)CC2C(F)(F)F (configuration not stated)	9	157	-9	157	2	93	90	-41%	21%
CCCN1C2CCCC1CC(NC(=O)Nc1ccc(C(C)C)cc1)C2 (configuration not stated)	-1	154	1	154	-1	92	93	.	.
Cc1ccc2c(c1)c1nc3ccccc3nc1n2CCN1CCOCC1	.	.	.	.	2	56	55	0%	-34%
COc1ccc(N2CCN(C(=O)c3cccc(N4C(=O)C5CC=CC(C)C5C4=O)c3)CC2)cc1 (configuration not stated)	-12	149	12	149	12	85	72	-5%	.
Cc1cc(C)c([N+](=O)[O-])cc1-c1ccc(/C=N/c2c(-c3ccco3)nc3ccccn23)o1	-2	108	2	108	.	.	.	21%	32%
Cc1cc(NC(=O)CN2C(=O)NC(C)(c3ccc(OC(F)F)cc3)C2=O)no1 (configuration not stated)	-10	142	10	142	-13	99	112	-10%	-17%
CCn1c(SCC(=O)Nc2ccc3c(c2)c2ccccc2n3CC)nnc1-c1ccco1	2	136	-2	136	0	82	81	0%	8%

The results go on:
SMILES	NFkB transloc pot	NFkB transloc pot cell count 2 µM	IL1B NFkB inh	IL1B NFkB inh cell count 2 µM	MRP resist rev	MRP resist rev cytotoxicity	MRP resist rev with doxorubicin	Bcl-B displacement	PLAP inhibitors HTS
Cn1nc(-c2ccc(OCC(=O)Nc3ccccc3)cc2)c2ccccc2c1=O	-4	165	4	165	4	86	82	-17%	-65%
Cc1sc(NC(=S)NC(=O)c2cccs2)nc1-c1ccc(C(C)C)cc1	4	112	-4	112	.	.	.	-21%	-3%
CCOc1ccc(NC(=O)CS(=O)(=O)c2cn(CC)c3ccccc23)cc1	-2	167	2	167	24	92	68	3%	18%
O=C(C1CC1)N1CCc2cc(S(=O)(=O)N3CCCc4ccccc43)ccc21	-12	91	12	91	-7	87	94	-3%	26%
O[C@@H]1C2CCCC1[C@]1(O)CCCCC1C2 (some centres not stated)	5	140	-5	140	.	.	.	-3%	7%
Cc1oc2cc(O)cc(C)c2c(=O)c1-c1cnn(-c2ccccc2)c1	7	112	-7	112	-7	100	107	-4%	-18%
COc1ccc(-n2c(SCC(=O)N3CCCCC3C)nnc2-c2cccnc2)cc1 (configuration not stated)	-11	193	10	193	1	91	90	15%	-57%
Cc1cccc(NC(=O)c2c(O)c3cccc4c3n(c2=O)CCC4)n1	5	160	-5	160	-10	85	95	2%	-32%
O=C(COc1ccc(N2CC(C(=O)O)CC2=O)cc1)Nc1cccc(C(F)(F)F)c1 (configuration not stated)	12	126	-12	126	21	96	75	-6%	7%
CC1=C/C(=C/N(C)c2ccccc2)C(=O)S1	-13	197	13	197	-3	80	83	50%	-38%
COc1ccc(S(=O)(=O)Cc2ccc(C(=O)N3CCN(c4cccc(C)c4)C(C)C3)o2)cc1 (configuration not stated)	.	.	.	.	-46	25	71	8%	-45%
CCCn1c(SCC(=O)NC(=O)Nc2ccc(C)cc2C)n[nH]c1=O	6	178	-6	178	-5	91	96	-2%	-17%
CSc1cccc(NC(=O)C(C)NS(=O)(=O)c2ccc(F)cc2)c1 (configuration not stated)	11	79	-11	79	-3	91	94	0%	-1%
COc1ccc(OC)c(C2=NOC(C(=O)N3CCN(c4ccccc4)CC3)C2)c1 (configuration not stated)	13	177	-13	177	7	93	86	-14%	-46%
CCOC(=O)Cc1c(C)nc2c(-c3ccccc3OC)c(C)nn2c1C	-5	179	5	179	-15	85	100	5%	-44%
Cc1cccc(NC(=S)/N=C(\N)Nc2nc(C)c3ccc(C)cc3n2)c1	6	169	-6	169	.	.	.	0%	-9%
NC(CSC12CC3CC(CC(C3)C1)C2)C(=O)O (configuration not stated)	9	127	-9	127	-11	104	114	-11%	-96%
CCOC(=O)C1CCCN(C(=O)c2cn(CC(C)C)c(=O)c3cc(OC)c(OC)cc23)C1 (configuration not stated)	10	89	-10	89	12	63	51	.	.
O=C(NCC1CCCO1)C1CCC(N2C(=O)c3ccccc3C2=O)CC1 (configuration not stated)	15	179	-15	179	-13	92	105	-5%	3%
CCC(=O)Nc1ccc2oc(-c3cccc(C)c3)nc2c1	3	148	-3	148	0	88	88	-25%	-49%
Cc1nnc(NC(=O)Cn2c(=O)sc3ccccc32)s1	-8	196	8	196	.	.	.	-4%	2%
O=C(C1CC1)N1CCN=C1SCc1ccc(F)cc1	-5	206	5	206	12	95	83	-8%	3%
CCOC(=O)c1sc(NC(=O)CSc2nnc(C)s2)c(C(=O)OCC)c1C	-1	167	1	167	7	64	57	-145%	-40%
CCOC(=O)N1CCC(NC(=O)CCc2nc(-c3ccccc3F)no2)CC1	1	141	-1	141	6	94	88	-7%	-48%
COc1ccc(CCNC(=O)c2c(-c3ccccc3Cl)noc2C)cc1	-8	146	8	146	.	.	.	7%	22%
NC(=O)c1ccccc1NC(=O)/C=C/c1c(Cl)cccc1Cl	1	143	-2	143	.	.	.	10%	-8%
CCCN1CCN(C(=O)Cn2cccc2C(=O)c2ccccc2)CC1	-7	113	7	113	17	90	73	.	.
COC(=O)C(Cc1ccc(O)cc1)NC(=O)c1ccccc1OC (configuration not stated)	.	.	.	.	-10	90	100	9%	-45%
COc1ccc(OCC(=O)Nc2cccc3ncccc23)cc1	14	131	-14	131	7	98	91	0%	16%
CCC(Sc1nnnn1C)C(=O)Nc1ccc(C(C)=O)cc1 (configuration not stated)	17	102	-17	102	17	100	84	-6%	-27%
CCOC(=O)C1CCN(CC(O)COc2ccc(C(C)(C)C)cc2)CC1 (configuration not stated)	-4	231	4	231	-19	60	80	-12%	-54%
Cc1ccc(NCc2ccccc2O)cc1	13	70	-13	70	-1	87	87	3%	-3%
CCOc1ccc(NC(=O)Nc2cccs2)cc1	-14	61	12	155	5	99	94	-10%	21%
CCN(CC)CCCN1C(=O)C(O)=C(C(=O)c2ccco2)C1c1ccc(OC(C)C)cc1 (configuration not stated)	-8	109	8	109	3	97	94	-4%	-59%
CCOC(=O)N1CCN(C(=O)CCSc2ccc(C)cc2)CC1	-6	168	6	168	7	92	85	.	.
O=C(CCNS(=O)(=O)c1ccc(Cl)cc1)NCc1cccnc1	14	214	-14	214	3	87	84	-1%	9%
O=C(c1cc(S(=O)(=O)N2CCOCC2)c(Cl)cc1Cl)N1CCCCC1	1	66	-1	66	11	99	88	3%	-20%
CC(=O)Nc1cc(S(=O)(=O)Nc2cccc(C)c2)c(C)cc1C	21	111	-21	111	.	.	.	2%	14%
Cc1cccc(C(C)Nc2ccc([N+](=O)[O-])cn2)c1 (configuration not stated)	0	132	0	132	.	.	.	2%	1%
CCOC(=O)CNC(=O)CSc1nnc(-c2ccccc2)n1Cc1ccco1	-22	184	22	184	0	91	91	3%	-17%
c1ccc2c(Cn3nnc4ccccc43)cccc2c1	12	148	-12	148	28	93	65	-2%	2%
COc1ccc(C2C(C(=O)OCC(=O)N3CCCCC3)CCC(=O)N2c2ccc(OC)cc2)cc1 (configuration not stated)	17	121	-17	121	-6	100	106	6%	-55%
O=S(=O)(NCC1CCCO1)c1ccc(S(=O)(=O)N2CCc3ccccc3C2)cc1 (configuration not stated)	2	190	-2	190	11	94	83	-1%	11%
O=C(O)C1Cc2ccccc2CN1S(=O)(=O)c1ccc2ccccc2c1 (configuration not stated)	-5	153	5	153	.	.	.	4%	-44%
Clc1ccc(SCc2cn3cccnc3n2)cc1	0	167	0	167	6	85	79	0%	16%
O=S(=O)(Nc1ccc(S(=O)(=O)N2CCOCC2)cc1)c1ccccc1	-1	165	1	165	23	106	83	2%	1%
CC(C)CNc1ncnc2c1sc1nc(N3CCOCC3)c3c(c12)CC(C)(C)OC3	-8	147	8	147	.	.	.	0%	-21%
CCCCOc1ccc(S(=O)(=O)NCc2csc(C)n2)cc1	2	96	-2	96	9	104	95	1%	17%
CCOC(=O)N1CCc2c(sc3nc4n(c(=O)c23)N=C(C)CS4)C1	17	155	-17	155	.	.	.	10%	-17%
CCOCCOCN(C#N)c1nc(OC)nc(N(C)C)n1	.	.	.	.	3	90	87	-6%	-21%
Cc1ccc(-c2nc(C3CCN(S(C)(=O)=O)CC3)no2)cc1	8	158	-8	158	16	103	87	0%	-5%
CCn1c(=O)n(Cc2ccco2)c(=N)c2c3c(sc21)COC(C)(C)C3	-1	169	1	169	.	.	.	-9%	-11%
COc1cccc2sc(Nc3nnc(-c4ccc(F)cc4)o3)nc12	19	197	-19	197	-15	35	50	0%	-145%
Cc1ccc(OCC(=O)N/N=C\c2cn(C)c3ccccc23)c([N+](=O)[O-])c1	-2	119	2	119	.	.	.	-7%	-1%
O=c1c2cc3c(cc2[nH]c(=S)n1CCN1CCOCC1)OCO3	0	114	0	114	2	80	79	-9%	2%
CCc1nc2ccccc2c(C(=O)OC2CCOC2=O)c1C (configuration not stated)	-11	81	11	81	4	100	96	-9%	-43%
Cc1occc1C(=O)NNC(=S)Nc1ccccc1	2	144	-2	144	.	.	.	-4%	-89%
O=C(CSc1ccc2c(c1)OCCO2)NCC1CCCO1 (configuration not stated)	14	196	-14	196	-2	96	98	9%	15%
CCc1ccccc1OCC(=O)NC1CCCC1	-2	135	2	135	.	.	.	-9%	6%
O=C1/C(=C\c2ccc3ccccc3c2)CCCc2ccccc21	5	176	-5	176	-29	17	46	.	.

The list goes on.
SMILES	NFkB transloc pot	NFkB transloc pot cell count 2 µM	IL1B NFkB inh	IL1B NFkB inh cell count 2 µM	MRP resist rev	MRP resist rev cytotoxicity	MRP resist rev with doxorubicin	Bcl-B displacement	PLAP inhibitors HTS
CCC1CCCCN1Cc1nc2c(c(=O)n(C)c(=O)n2C)n1Cc1cccc2ccccc12 (configuration not stated)	.	.	.	.	12	86	74	-8%	-25%
COC(=O)CCS(=O)(=O)c1ccc(NC(C)=O)cc1	10	165	-10	165	-8	99	107	-18%	-16%
CNS(=O)(=O)c1ccc(C)cc1	7	141	-7	141	8	109	100	6%	5%
COc1ccc2[nH]c(=O)c(C(c3nnnn3C3CCCCC3)N3CCN(C)CC3)cc2c1 (configuration not stated)	.	.	.	.	14	99	85	-5%	-56%

Source: PubChem
